Source: PubChem BioAssay
p53 reactivation: qHTS assay for re-activators of p53 using a Luc reporter | H1299 p53-A138V BP100-luciferase reporter, luminescence, 24 h | Potency, µM (doses to about 92.2 µM), inactives show top-dose activity change, positive = activation, actives largely listed as activators | AID 504706, 2011 | 0.063% of 320,000 active; further: % of control where 0% means no effect; nearly all actives have a fitted effect of over 45% in size
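H1299 (p53-null), stable ts p53-A138V + BP100-Luc; 1000 cells/well, Opti-MEM/10% FBS; cpd 4 pt, 1:5; 24 h, 37 deg C, 5% CO2; detection reagent 10 min RT; luminescence.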
MBNL1-CUG inh: qHTS Assay for Inhibitors of MBNL1-poly(CUG) RNA binding | Muscleblind-like protein 1 (Homo sapiens), Q9NR56 | TR-FRET MBNL1-His/biotin-(CUG)12 binding, 665/545 ratio | Potency, µM (top dose mostly 57.5 µM), inactives show top-dose activity change, negative = inhibition, most hits filed as inhibitors | 0.036% of 280,000 active | AID 2675, 2010; active means well fitted inhibition curve with a large enough effect in the signal ratio, with a control signal flat, not every such curve was filed as active; inconclusive means small, poorly fitted or top-dose-only effect, or effect the other way, or a change in a side signal; inactive means no such curve, though single readings can be large or run the other way; the % refers to the signal ratio; further: on the % scale 0 is the no-effect control and ±100 the full control effect
Target sequence (Q9NR56 whole entry, looked up): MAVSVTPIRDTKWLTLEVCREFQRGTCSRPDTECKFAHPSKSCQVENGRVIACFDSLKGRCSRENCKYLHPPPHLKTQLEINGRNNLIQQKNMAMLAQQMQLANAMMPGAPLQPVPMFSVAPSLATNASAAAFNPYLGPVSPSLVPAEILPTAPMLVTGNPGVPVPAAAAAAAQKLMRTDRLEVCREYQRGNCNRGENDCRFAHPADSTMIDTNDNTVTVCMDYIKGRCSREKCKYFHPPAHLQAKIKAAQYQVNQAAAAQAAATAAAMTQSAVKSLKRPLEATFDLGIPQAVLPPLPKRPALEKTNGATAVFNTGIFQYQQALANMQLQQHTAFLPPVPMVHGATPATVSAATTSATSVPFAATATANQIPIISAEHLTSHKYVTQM
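His-tagged MBNL1 binding to biotinylated (CUG)12 RNA was measured by TR-FRET using terbium anti-His antibody (0.055 ng/ul final) and streptavidin-XL665 (5 nM final). Compounds were titrated 92 nM to 58 uM; 60 min at room temperature.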
FLuc counter: qHTS profiling assay for firefly luciferase inhibitor/activator using purifed enzyme and Km concentrations of substrates (counterscreen for miR-21 project) | Luciferin 4-monooxygenase (Photinus pyralis), P08659 | purified FLuc, Km substrates, luminescence inhibition | AID 588342, 2011 | 6.9% of 360,000 active | Potency, µM (top dose mostly 57.5 µM), inactives show top-dose activity change, negative = inhibition, usual class: inhibitors;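 further: plate controls were vehicle for no effect and reference inhibitor for full effect; nearly all actives have a fitted effect of over 55% in size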
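Purified P. pyralis luciferase (10nM final) with 10uM D-luciferin and 10uM ATP (Km levels) in 50mM Tris acetate pH 7.5, 10mM Mg acetate, 0.01% Tween-20, 0.05% BSA; qHTS 6-point titration, ~60 µM downward; luminescence read.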
Rab9 prom act: qHTS Assay for Rab9 Promoter Activators; AID 485297, 2010; Huh7 Rab9 promoter-luciferase reporter, luminescence, 24 h; 2.8% of 320,000 active; Potency, µM (titrated, usually from 9.22 µM), for the others: top-dose activation, negative = inhibition, hits mostly activators; further: % of control where 0% means no effect; nearly all actives have a fitted effect of over 60% in size
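Luminescence read-out: Huh7 cells stably expressing Rab9-luciferase, treated 24 h with compound at 37 °C, then lysed with luciferase reagent for 10 min at ambient before reading.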
VP16 counter: VP16 counterscreen qHTS for inhibitors of ROR gamma transcriptional activity; Drosophila S2 Gal4-VP16 UAS-luciferase, luminescence, 20 h; Potency, µM (top dose mostly 53.6 µM), for inactives: at the top dose activity, negative = inhibition, hits mostly inhibitors; 3.5% of 310,000 active;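 further: Gal4-VP16 expression switched on by copper sulfate through the metallothionein promoter; on the % scale 0 is the no-effect control and ±100 the full control effect; nearly all actives have a fitted effect of over 50% in size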
uPA surface inh: qHTS for Inhibitors of Cell Surface uPA Generation. cell surface uPA generation assay, qHTS. 0.31% of 330,000 active. Potency, µM (series often up to 38.3 µM), for the others: top-dose activity change, negative = inhibition, usual class: inhibitors; active means well fitted inhibition curve with a large enough effect; inconclusive means small, poorly fitted or top-dose-only effect; inactive means no such curve, though single readings can be large or run the other way; tested in mouse RAW 264.7 cells; further: on the % scale 0 is the no-effect control and ±100 the full control effect; nearly all actives have a fitted effect of over 55% in size
RORgamma inh: qHTS for inhibitors of ROR gamma transcriptional activity | Nuclear receptor ROR-gamma (Mus musculus), P51450 | Drosophila S2 Gal4-RORgamma UAS-luciferase reporter, 20 h | Potency, µM (series often up to 53.6 µM), without a hit: at the highest dose activity change, negative = inhibition, usual class: inhibitors | 5.4% of 310,000 active | AID 2551, 2010; further: on the % scale 0 is the no-effect control and ±100 the full control effect; nearly all actives have a fitted effect of over 60% in size
Target sequence (P51450 whole entry, looked up, the tested form may be a part): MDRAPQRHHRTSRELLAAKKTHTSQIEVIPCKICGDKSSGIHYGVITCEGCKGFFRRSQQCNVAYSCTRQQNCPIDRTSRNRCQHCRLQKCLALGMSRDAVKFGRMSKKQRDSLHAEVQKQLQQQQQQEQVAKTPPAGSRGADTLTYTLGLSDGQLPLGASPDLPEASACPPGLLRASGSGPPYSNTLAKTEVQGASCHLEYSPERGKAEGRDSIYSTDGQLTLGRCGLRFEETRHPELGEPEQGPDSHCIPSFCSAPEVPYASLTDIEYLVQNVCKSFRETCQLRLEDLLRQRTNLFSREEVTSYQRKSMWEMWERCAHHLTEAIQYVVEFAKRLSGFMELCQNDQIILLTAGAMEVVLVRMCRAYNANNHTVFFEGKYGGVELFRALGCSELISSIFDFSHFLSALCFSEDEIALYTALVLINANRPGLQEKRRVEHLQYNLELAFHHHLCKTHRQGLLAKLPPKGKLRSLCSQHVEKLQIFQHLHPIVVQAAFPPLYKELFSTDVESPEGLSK
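A Gal4/UAS one-hybrid system in insect cells: metallothionein-promoter Gal4–ROR gamma fusion plus Photinus luciferase reporter. Copper sulfate 700 uM final, 20 hr ambient incubation, luminescent detection after 10 min with reagent.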
BRCA1 expr up: qHTS Assay to Identify Small Molecule Activators of BRCA1 Expression | MCF7-BRCA1-FFLuc reporter, luminescence, 48 h; response scale: scaled: vehicle 0%, 10 µM genistein 100% | Potency, µM (series often up to 46.1 µM), inactives show at the top dose activation, actives largely listed as activators | 1.1% of 380,000 active | AID 624202, 2012; further: nearly all actives have a fitted effect of over 80% in size; some results filed as inactive show a strong effect at the top dose
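First, MCF7-BRCA1-FFLuc cells (2000/well) attach for 2 h; next, compounds are pin-added and incubated 48 h at 37 °C; finally, luciferase reagent is added and luminescence read after 15 min.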
MLL CXXC-DNA inh: qHTS Fluorescence Polarization Assay for Inhibitors of MLL CXXC domain - DNA interaction. Histone-lysine N-methyltransferase 2A (Homo sapiens), Q03164. MLL-CXXC / FITC-HOXA9 DNA fluorescence polarization. Potency, µM (titrated, usually from 115 µM), without a hit: at the top dose activity change, negative = inhibition, actives largely listed as inhibitors. 0.037% of 290,000 active. AID 2662, 2010; active means well fitted inhibition curve with a large enough effect in the polarisation, with a control signal flat, not every such curve was filed as active; inconclusive means small, poorly fitted or top-dose-only effect, or effect the other way, or a change in a side signal; inactive means no such curve, though single readings can be large or run the other way; the % refers to the polarisation
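Purified MLL-CXXC (added from a 7 uM solution) was preincubated 5 min at ambient with pinned compounds in 50 mM Tris-HCl pH 7.5, 50 mM NaCl, 1 mM DTT, 0.05% BSA. Fluorescein-labeled HOX-A9 DNA (50 nM solution) followed, 30 min, then polarization read.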
NPC1 promoter act: qHTS Assay for NPC1 Promoter Activators | Potency, µM (series often up to 9.22 µM), without a hit: at the highest dose activation, hits mostly activators | Huh7 NPC1 promoter luciferase reporter, 24 h | 2.4% of 320,000 active;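 further: % of control where 0% means no effect; nearly all actives have a fitted effect of over 60% in size; reporter is driven by a mutant NPC1 promoter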
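Stable NPC1-promoter luciferase Huh7 line; cpd (DMSO) 24 h, 37 °C, 5% CO2; Amplite luciferase reagent 10 min RT; luminescence readout. qHTS format.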
ELG1 genotox: qHTS screen for small molecules that induce genotoxicity in human embryonic kidney (HEK293T) cells expressing luciferase-tagged ELG1 | 1.3% of 330,000 active | AID 504466, 2011 | HEK293T ELG1-luciferase reporter, luminescence, 16 h | Potency, µM (top dose mostly 46 µM), for the others: at the top dose activity change, positive = activation, hits mostly activators; further: % of control where 0% means no effect; nearly all actives have a fitted effect of over 60% in size
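Quantitative HTS format in 1536-well plates. HEK293T ELG1-luciferase reporter cells receive test compound and are incubated 16 hr at 37 °C, 5% CO2; ONE-Glo added, 30 min room temperature, then luminescence read.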
* marks the source's active call; other numbers are inactive results; ? = inconclusive; · = not tested or not shown; [ ] = another dose, or the depositor's remark. Unless noted, the call rests on the fitted dose curve; in most records, active means well fitted curve in the direction sought with a large enough effect; inconclusive means small, poorly fitted or top-dose-only effect, or another doubt; inactive means no such curve, though single readings can be large; an effect the other way counts as inactive or inconclusive. Potency means the concentration at half of the fitted maximal effect.

no.	Compound	p53 reactivation	MBNL1-CUG inh	FLuc counter	Rab9 prom act	VP16 counter	uPA surface inh
1	Cc1cc(Nc2ccc3c(c2)OCCO3)c2ccccc2n1	3%	2%	-5%	-4%	4%	-7%
2	COc1cc(CNc2nc3ccccc3[nH]2)cc(OC)c1OC	-7%	-14%	2%	-2%	-6%	·
3	CCN(CC)S(=O)(=O)c1ccc(N2C(=O)CC2(/C=C/c2ccccc2)C(=O)NC2CCCC2)cc1 (configuration not stated)	0%	0%	2%	-5%	3%	0%
4	Nc1nc(Nc2cccc(F)c2)nc(N2CCOCC2)c1[N+](=O)[O-]	5%	9%	-1%	-11%	20%	-2%
5	O=C(c1ccc(S(=O)(=O)N2CCCC2)cc1)N1CCN(c2ccccc2)CC1	-1%	-1%	-2%	-1%	16%	0%
6	COc1ccc(/C=C(/NC(=O)/C=C/c2ccccc2)C(=O)O)cc1	-3%	6%	-17%	-5%	3%	2%
7	O=C(COC(=O)c1ccc(F)cc1F)NC1CC1	-4%	·	-2%	3%	7%	5%
8	COc1ccc(-c2nn(-c3ccccc3)cc2/C=C2/SC(=S)N(CCCC(=O)O)C2=O)c(C)c1	-12%	-3%	-5%	-4%	?	0%
9	CCN(CC)c1ccc(/C=C2\SC(=O)N(C(C)C)C2=O)o1	-14%	-5%	19µM*	27%	4.5µM*	-8%
10	CCCCN(C(=N)N1CCCCC1)c1nc(C)c([N+](=O)[O-])c(=O)[nH]1	3%	5%	1%	-1%	1%	3%
11	O=S(=O)(c1ccccc1)N1N=C(c2ccccc2)CC1c1ccccc1F (configuration not stated)	-4%	-2%	-2%	-3%	?	-9%
12	COc1ccc(-c2cc3nc[nH]c(=O)c3s2)cc1	27%	7%	3.8µM*	2.8µM*	-15%	-8%

no.	RORgamma inh	BRCA1 expr up	MLL CXXC-DNA inh	NPC1 promoter act	ELG1 genotox
1	-4%	-19%	-7%	1%	-2%
2	-22%	-4%	-10%	0%	-1%
3	20%	-29%	-6%	-1%	1%
4	?	25%	13%	1%	-2%
5	4%	3%	-1%	0%	-6%
6	0%	3%	1%	-5%	-1%
7	24%	0%	-11%	1%	11%
8	?	-16%	-28%	0%	-1%
9	3.5µM*	-90%[inhibitor]	?	28%	-21%
10	-22%	-6%	-1%	-1%	3%
11	?	-17%	45%[activator]	-5%	-5%
12	-32%	6%	6%	?	4.1µM*

Other entries.
no.	Compound	p53 reactivation	MBNL1-CUG inh	FLuc counter	Rab9 prom act	VP16 counter	uPA surface inh
13	N/C(=N\OC(=O)Cc1ccccc1)c1ccccc1Cl	16%	-2%	?	26%	?	9%
14	Cc1ccn2c(=O)nc(SCC(=O)Nc3ccc4c(c3)OCCO4)nc2c1	-4%	·	3%	-1%	·	-15%
15	Cn1c(=O)[nH]c(=O)c2c1nc(N1CCCCC1)n2CCOc1ccccc1	-1%	-10%	0%	-2%	3%	3%
16	CCn1ccnc1CNC(=O)CC1C(=O)NCCN1Cc1ccc(OC)cc1OC (configuration not stated)	-2%	-5%	-3%	-4%	-10%	2%
17	COc1ccc(-c2[nH]ncc2CN2CCN(C(=O)c3cccs3)CC2)c(F)c1	2%	-3%	3%	0%	2%	14%
18	CCNCC(=O)N1c2ccccc2CCc2ccc(NC(=O)OC(C)C)cc21	6%	5%	?	-1%	-4%	-2%
19	CCNC(=O)c1sc(=S)n(-c2ccc(C)cc2)c1N	-4%	?	0%	8%	1%	·
20	C(=N\Nc1nc2ccccc2[nH]1)/C1CCCCC1	1%	4%	3.4µM*	15%	?	7%
21	COc1cccc2cc(-c3nnc(SCC(=O)NCc4ccccc4)n3C)oc12	-4%	1%	-2%	-6%	-8%	·
22	COc1ccccc1N1CCN(C(=O)C(=O)c2c[nH]c3ccccc23)CC1	1%	-2%	2%	-2%	4%	-3%
23	Cc1ccc(NC(=S)N2CCN(c3ncccn3)CC2)c(C)c1	4%	?	-1%	2%	?	-2%
24	Cc1cc(C(=O)Nc2ccc(Cl)cc2)on1	10%	2%	?	-7%	5%	-2%

no.	RORgamma inh	BRCA1 expr up	MLL CXXC-DNA inh	NPC1 promoter act	ELG1 genotox
13	-15%	14µM*	7%	13%	10%
14	·	-26%	·	-1%	3%
15	-1%	-7%	7%	0%	8%
16	30%	-11%	-7%	-1%	0%
17	-5%	-16%	-3%	0%	-4%
18	-7%[1.91 µM]	-2%	29%	-2%	-3%
19	4%	11%	1%	-2%	10%
20	11µM*	-63%	-4%	1%	?
21	-23%	-1%	-6%	2%	1%
22	-1%	3%	5%	0%	2%
23	35µM*	4%	-4%	-2%	2%
24	2%	?	-4%	0%	11%

Three entries already listed, ordered by length of the SMILES, ascending:
no.	Compound	p53 reactivation	MBNL1-CUG inh	FLuc counter	Rab9 prom act	VP16 counter	uPA surface inh
24	Cc1cc(C(=O)Nc2ccc(Cl)cc2)on1	10%	2%	?	-7%	5%	-2%
19	CCNC(=O)c1sc(=S)n(-c2ccc(C)cc2)c1N	-4%	?	0%	8%	1%	·
15	Cn1c(=O)[nH]c(=O)c2c1nc(N1CCCCC1)n2CCOc1ccccc1	-1%	-10%	0%	-2%	3%	3%

no.	RORgamma inh	BRCA1 expr up	MLL CXXC-DNA inh	NPC1 promoter act	ELG1 genotox
24	2%	?	-4%	0%	11%
19	4%	11%	1%	-2%	10%
15	-1%	-7%	7%	0%	8%

Other entries:
no.	Compound	p53 reactivation	MBNL1-CUG inh	FLuc counter	Rab9 prom act	VP16 counter	uPA surface inh
25	COc1ccc(CC(=O)N(C)Cc2ccc(Cl)cc2)cc1S(=O)(=O)N1CCOCC1	-3%	·	-8%	0%	·	3%
26	O=C(CN1CCOCC1)Nc1nc2ccc(F)cc2s1	8%	-8%	-19%	18%	5%	-11%
27	COc1ccccc1C(=O)Nc1nc2ccccc2[nH]1	-13%	3%	0.019µM*	-44%[inhibitor]	0.5µM*	-3%
28	Cc1nn(Cc2ccc(Cl)cc2Cl)c(C)c1NC(=O)NC12CC3CC(CC(C3)C1)C2	5%	-8%	2%	-10%	5%	7%
29	COc1ccccc1-n1nnnc1SCC(=O)Nc1oc(C)c2c(C)n[nH]c(=O)c12	-1%	·	3%	-8%	·	10%
30	CCOc1cc(N2CCOCC2)c(OCC)cc1NC(=O)[C@H](C)N1C(=O)C2CC=CCC2C1=O (some centres not stated)	-2%	0%	1%	-2%	4%	-5%
31	CCCCN(CC)CCCNC(=O)CC1Nc2ccccc2NC1=O (configuration not stated)	19%	8%	-3%	7%	1%	2%
32	CCc1ccc(S(=O)(=O)n2c(C)nc3ccccc32)cc1	9%	4%	-3%	7%	5%	1%
33	CCCCc1n[nH]c2c1/C(=N/OCC)CC(C)(C)C2	2%	-19%	-4%	-4%	-13%	5%
34	COc1ccc(OC)c(C2=Nn3c(nnc3C3CCCCC3)SC2)c1	-3%	4%	1%	-2%	8%	-10%
35	CCCN1CNC(=S)N(c2cccc(C)c2)C1	-3%	·	4%	-3%	-24%	3%
36	O=C(O)C1CCN(C(=O)CSc2nc3cc(Cl)ccc3c(=O)n2Cc2ccccc2)CC1	-8%	2%	6%	0%	20%	6%

no.	RORgamma inh	BRCA1 expr up	MLL CXXC-DNA inh	NPC1 promoter act	ELG1 genotox
25	·	-12%	·	-3%	-4%
26	-19%	22%	-1%	18%	?
27	0.25µM*	-45%	-4%	?	?
28	23%	-60%	14%	-5%	-14%
29	·	-11%	·	-4%	0%
30	-2%	-3%	5%	-9%	3%
31	-6%	16%	6%	9%	0%
32	-26%	-4%	-15%	2%	1%
33	12%	-19%	2%	-8%	1%
34	-24%	-51%	11%	2%	0%
35	11µM*	-7%	2%	3%	-3%
36	-6%	-22%	12%	-2%	-6%

A portion of the library (hit frequency here may not be typical).
